Assay outcomes (PubChem BioAssay)
MT1-MMP txn act: activates MT1-MMP transcription; HT1080 MT1-MMP promoter luciferase reporter, luminescence, overnight; active compounds read high; 86,000 compounds, 0.16% hits; activation factor at 10 µM; AID 750;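 active means activation factor of at least 2 for MT1-MMP transcription at 10 µM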
Smad3 FoxH1 inh: blocks human Smad3 binding to FoxH1 peptide; TR-FRET Smad3/Dy647-FoxH1 peptide binding, europium anti-His; 88,000 compounds, 0.29% hits; P84022; inhibition, % at 25 µM;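 active means compounds that reduce the energy-transfer binding signal between the protein and its labelled peptide by more than half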;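 further: 0% = Smad3 plus labelled peptide maximal FRET and 100% = peptide-only background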
CD11b adhes enh: enhancers of human CD11b/CD18 binding to fibrinogen. P05107+P11215. K562 CD11b/CD18 adhesion to fibrinogen, ATPlite luminescence. activation, % at 10 µM. 93,000 compounds, 0.07% hits;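 active means 10 µM primary screen giving 50% or more activity, confirmed by 40% or more on retest at that dose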; further: strong numbers were not always called active
ERb SRC1 inh: blocks coactivator binding to human estrogen receptor beta; 86,000 compounds, 1.3% hits; Q92731; TR-FRET ER-beta LBD / SRC1-Cy5 peptide binding; receptor agonist-loaded with 1 µM estradiol; AID 633; inhibition, % at 25.6 µM;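 active means compounds whose percent inhibition of the receptor-coactivator binding signal exceeds about 50% in the single-dose screen, limit read from the data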;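 further: 0% = receptor plus peptide wells without compound and 100% = peptide-only wells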
Target sequence (Q92731 whole entry, looked up, the tested form may be a part): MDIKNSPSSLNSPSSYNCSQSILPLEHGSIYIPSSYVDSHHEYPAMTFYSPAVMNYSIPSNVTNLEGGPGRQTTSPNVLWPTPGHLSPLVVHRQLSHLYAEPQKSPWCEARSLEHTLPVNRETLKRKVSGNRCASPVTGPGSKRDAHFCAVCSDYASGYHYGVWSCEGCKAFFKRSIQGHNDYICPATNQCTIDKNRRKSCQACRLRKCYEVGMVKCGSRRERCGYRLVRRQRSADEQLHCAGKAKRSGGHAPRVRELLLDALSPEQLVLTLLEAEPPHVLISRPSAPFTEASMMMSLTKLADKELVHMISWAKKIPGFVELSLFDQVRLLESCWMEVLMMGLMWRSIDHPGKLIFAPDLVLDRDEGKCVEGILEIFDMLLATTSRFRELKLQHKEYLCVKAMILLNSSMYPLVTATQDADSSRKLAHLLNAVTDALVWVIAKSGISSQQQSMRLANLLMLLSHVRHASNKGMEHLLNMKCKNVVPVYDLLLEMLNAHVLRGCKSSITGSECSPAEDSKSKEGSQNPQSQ
HUVEC inhibit: inhibitors of human endothelial cell proliferation | HUVEC proliferation, CellTiter-Glo luminescence, 72 h; active compounds read low | viability, % at 10 µM (by protocol) | 86,000 compounds, 1.1% hits | AID 648;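 active means viability at or below 30%; inactive means viability above 30%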;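 further: 100% = median luminescence of DMSO-only cell control wells on each plate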
Fibroblast inh: blocks proliferation of human lung fibroblasts | 85,000 compounds, 1.1% hits | LL 47 human lung fibroblast viability, ATP luminescence; active compounds read low | viability, % at 10 µM | AID 719;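 active means viability at or below 50% in the single dose screen; inactive means viability above 50%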;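 further: compound exposure lasted 72 h before the ATP readout; 100% = median luminescence of untreated cell-only wells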
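Material: human LL 47 lung fibroblast cells; quantity: 1,150 cells/well; medium: IMEM plus 15% FBS; doses: 0.1% DMSO in all compound wells; timing: overnight attachment after seeding, then 72 h compound exposure at 37 °C; detection: CellTiter-Glo luminescence; measure: % viability of median cell-only signal; controls: cell-only wells, no compound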
H69AR inhibit: growth inhibitors of human H69AR lung tumor cells | H69AR lung tumor viability, ATP luminescence, 72 h; active compounds read low | viability, % at 10 µM | 85,000 compounds, 6% hits | AID 598;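 active means viability at or below 40%; inactive means viability above 40%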;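 further: multidrug resistant small cell line overexpressing MRP-1 efflux transporter; 100% = mean luminescence of untreated control wells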
ERa coact inh: blocks coactivator binding to human estrogen receptor alpha; P03372; TR-FRET ER-alpha LBD / SRC-1 peptide, estradiol-bound; inhibition, % at 25.6 µM; 86,000 compounds, 1.7% hits; AID 629; in the data active means inhibition above about 50%;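 further: 0% = receptor plus peptide control and 100% = peptide only without receptor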
Target sequence (P03372 whole entry, looked up, the tested form may be a part): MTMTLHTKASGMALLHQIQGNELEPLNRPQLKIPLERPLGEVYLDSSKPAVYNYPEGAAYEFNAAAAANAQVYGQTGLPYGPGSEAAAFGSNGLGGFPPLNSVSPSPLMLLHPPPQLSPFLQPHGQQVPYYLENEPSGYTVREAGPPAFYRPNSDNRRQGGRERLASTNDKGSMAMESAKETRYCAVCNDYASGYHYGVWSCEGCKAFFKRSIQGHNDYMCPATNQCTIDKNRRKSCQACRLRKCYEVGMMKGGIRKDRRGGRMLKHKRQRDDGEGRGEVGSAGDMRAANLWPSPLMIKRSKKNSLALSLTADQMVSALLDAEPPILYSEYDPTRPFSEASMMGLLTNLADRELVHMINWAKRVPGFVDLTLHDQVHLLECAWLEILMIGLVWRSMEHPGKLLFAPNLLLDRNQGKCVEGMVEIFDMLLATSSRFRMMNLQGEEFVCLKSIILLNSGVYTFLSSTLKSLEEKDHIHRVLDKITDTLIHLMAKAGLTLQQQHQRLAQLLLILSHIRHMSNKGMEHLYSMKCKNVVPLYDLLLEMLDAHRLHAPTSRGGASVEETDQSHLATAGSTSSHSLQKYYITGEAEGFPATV
ERa SRC1 pot: enhances coactivator binding to human estrogen receptor alpha | P03372 | TR-FRET ERalpha-LBD/SRC-Cy5 coactivator binding, 2 h; 100 = basal binding, no effect | coactivator binding (% of control), % at 25.6 µM | 86,000 compounds, 1.3% hits; in the data active means activity above about 200%;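 further: binding measured in presence of low estradiol as agonist stimulus; 0% = peptide alone without receptor and 100% = receptor with peptide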
Starred values were filed as active, the others as inactive; / = not tested or not shown; [ ] = another dose, or the depositor's remark. Some of the compounds tested, so the mix of outcomes need not match the whole.

Start of the data: the first 2 records (preview)
item	SMILES	MT1-MMP txn act	Smad3 FoxH1 inh	CD11b adhes enh	ERb SRC1 inh	HUVEC inhibit	Fibroblast inh	H69AR inhibit	ERa coact inh	ERa SRC1 pot
1	C=CCn1c(SCC(=O)N2CC(=O)Nc3ccccc32)nc2scc(-c3cccs3)c2c1=O	1.1	10	6	18	76	85	95	7	183
2	CCOC(=O)C1=C(C)Nc2ncnn2C1c1cccnc1 (centres undefined)	1.2	0	-3	-13	106	104	90	-7	89

Results, repeating the preview:
item	SMILES	MT1-MMP txn act	Smad3 FoxH1 inh	CD11b adhes enh	ERb SRC1 inh	HUVEC inhibit	Fibroblast inh	H69AR inhibit	ERa coact inh	ERa SRC1 pot
1	C=CCn1c(SCC(=O)N2CC(=O)Nc3ccccc32)nc2scc(-c3cccs3)c2c1=O	1.1	10	6	18	76	85	95	7	183
2	CCOC(=O)C1=C(C)Nc2ncnn2C1c1cccnc1 (centres undefined)	1.2	0	-3	-13	106	104	90	-7	89
3	OCCN1CCN(CC(O)COc2ccc(-c3ccccc3)cc2)CC1 (centres undefined)	1.4	-4	-2	0	100	97	106	4	108
4	CCCCNCCCOc1cc(Cl)ccc1Cl	1	-21	4	0	102	100	90	-7	106
5	O=C(Nc1ccc(C2CCCCC2)cc1)C1CCN(c2ncccn2)CC1	1.1	12	40	30	75	103	79	55*	234*[fluorescence artefact?]
6	COc1ccc(C(=O)N2CCN(C3CCCCC3)CC2)c(OC)c1	1.3	-2	-6	-17	98	100	73	-15	102
7	Cc1nc2c(sc3nc4c(cc32)COC(C)(C)C4)c(=O)n1CC(=O)NCc1ccco1	0.7	-8	/	24	49	55	24*	13	78
8	COc1cc(/C=N/n2cnnc2)ccc1OCCOc1ccccc1	1.3	0	-4	-1	86	103	85	-4	110
9	Cn1c(=NC(=O)CSCC(=O)N2CCCCC2)sc2ccccc21	/	-3	-1	1	113	94	94	-2	98
10	COc1ccc(C(=O)Nc2nc(N3C(=O)c4ccccc4C3=O)n(-c3ccccc3)n2)cc1	1.1	18	-2	-3	83	89	88	7	94
11	O=C1NC2(CCCCCC2)Cc2ccccc21	1.2	-4	-6	-2	89	99	88	0	105
12	Cc1ccccc1-c1nc(CS(=O)CC(=O)NCc2ccccc2)c(C)o1 (centres undefined)	1.1	3	5	-5	94	98	87	-10	131
13	CCOc1ccc(N(C(C)C(=O)NC(C)CC)S(C)(=O)=O)cc1 (centres undefined)	1	-4	-3	3	100	110	96	6	91
14	Cn1nc(C(=O)NC2CCCCCC2)ccc1=O	1.1	7	-7	1	94	96	89	-6	92
15	Cc1ccc2nc(NC(=O)C3CCN(S(=O)(=O)c4cccs4)CC3)sc2c1	1	2	-6	-7	76	93	46	-5	112
16	Cc1ccc(S(=O)(=O)C2CS(=O)(=O)CC2O)cc1 (centres undefined)	1	5	3	-3[fluorescence artefact?]	94	99	98	7[fluorescence artefact?]	110
17	CC(=O)c1cc(C#N)c(SCc2ccccc2C#N)nc1C	1.2	-1	/	-9	88	72	54	-12	93
18	Cc1oc(-c2ccc(Cl)cc2)cc1-c1nn2c(-c3ccoc3C)nnc2s1	1.2	-27	77	64*[fluorescence artefact?]	73	96	102	79*	59[fluorescence artefact?]
19	CCN(CC)C(C(=O)Nc1ccc2c(c1)OCO2)c1ccccc1 (centres undefined)	1.4	6	/	-4[fluorescence artefact?]	109	92	89	-5	114
20	CCCCCn1c(N2CCC(Cc3ccccc3)CC2)nc2c1c(=O)[nH]c(=O)n2C	1.3	12	/	-13	7.5*	93	20*	37	63
21	CCCC(=O)NC1=C(C#N)C2(CCCC2)Cc2ccccc21	1	-7	6	-2	101	104	88	-2[fluorescence artefact?]	104
22	CCCn1cc(NC(=O)C2CC(c3cccc(Br)c3)=NO2)cn1 (centres undefined)	1.1	-7	4	23	90	99	81	18	92
23	CCOC(=O)c1c(C)nc2ccc(C)cn12	/	6	-4	-18	97	94	98	-4	137
24	O=C(CSc1nnnn1Cc1ccccc1)Nc1ccc2c(c1)OCO2	1.2	-2	-1	7	93	94	101	8	85

Some entries already given, reduced to Smad3 FoxH1 inh and ERa coact inh:
entry	mol	Smad3 FoxH1 inh	ERa coact inh
23	CCOC(=O)c1c(C)nc2ccc(C)cn12	6	-4
24	O=C(CSc1nnnn1Cc1ccccc1)Nc1ccc2c(c1)OCO2	-2	8

(more compounds)
item	SMILES	MT1-MMP txn act	Smad3 FoxH1 inh	CD11b adhes enh	ERb SRC1 inh	HUVEC inhibit	Fibroblast inh	H69AR inhibit	ERa coact inh	ERa SRC1 pot
25	COCc1nnc(NC(=O)CC(c2ccccc2)c2ccccc2)s1	1.1	-21	/	-17	104	99	97	0	106[fluorescence artefact?]
26	CS(=O)(=O)N1CCN(c2ccccc2NC(=O)c2cccnc2)CC1	1.2	2	7	-2	92	96	90	13	102
27	Cn1c(-c2ccc(CN3CCCCC3)o2)nc2ccccc21	1.7	5	-1	-4	88	97	75	2	114
28	CCCOc1nnnn1-c1ccccc1	1.3	8	-1	-8	94	102	101	-1	108
29	O=C(Cn1nc(-c2ccccc2)ccc1=O)NCCN1CCN(Cc2ccccc2)CC1	/	-9	0	-2	98	100	90	7	97
30	Cc1ccc(C2CC(=O)NC(SCc3ccccc3)=C2C#N)cc1 (centres undefined)	1.1	2	/	-5	88	97	95	2	106
31	Cc1c(C(=O)NCc2ccc3c(c2)OCO3)sc2nc(-c3ccc(F)cc3)cn12	1.1	-5	5	12	87	110	99	11	76
32	Cc1n[nH]c(=O)nc1NCc1ccc(Cl)cc1	1.1	6[fluorescence artefact?]	4	-2	98	104	91	-5	102
33	COc1ccc2oc(=O)c(C(=O)O)cc2c1	1.2	6	-3	0	95	100	98	-4	114
34	CSc1ccccc1C(=O)NC1CCCCCC1	1.1	-14	-3	-2	88	94	81	-6	93
35	CCOC(=O)Cc1csc(NC(=O)c2csc3c2CCCC3)n1	1.1	5	-3	-6	103	107	83	-2	118
36	CN(C)Cc1nc2c(c(=O)[nH]1)C1(CCCCC1)Cc1ccccc1-2	1.2	11	-3	-3	83	73	7.2*	-6	103
37	CCOc1cccc(C(=O)Nc2ccccc2N2CCN(C(=O)C(C)C)CC2)c1	1.1	-4	-4	14	92	99	81	-4	114
38	Cc1cc(=O)oc(C)c1C(=O)n1nc(C)c2c1C[C@@H]1[C@H]2C1(C)C	1	-10	-1	-1	110	91	92	-3	107
39	CN(C)/C=N/c1cnc(C(=O)c2ccc(Cl)cc2)n1C	1.1	9	-3	3	100	100	107	6	84
40	Cc1c(C2CC(=O)N(c3ccccc3)C2=O)[nH]n(-c2ccccc2)c1=O (centres undefined)	1	-6	4	-2	91	92	108	0	116
41	NC(=O)COc1ccc2c3c(c(=O)oc2c1)CCCCC3	1.2	-4	-5	0	94	98	89	-6	134
42	O=c1cc(NCc2ccco2)c2ccccc2o1	1.2	2	0	26	97	98	91	20	100
43	Cc1ccc2c(c1)c(CC(=O)Nc1ccc(F)cc1)c(C(=O)O)n2C	1.1	6	2	3	83	92	100	-6	107
44	C=CCn1c(O)c(C(CC)=NCc2cccnc2)c(=O)[nH]c1=O	1.2	7[fluorescence artefact?]	8	50*	100	100	80	-1	112[fluorescence artefact?]
45	Cc1noc(C)c1C(=O)N1CCN(C(=O)c2sc3cc(Cl)ccc3c2Cl)CC1	1.2	8	4	69*[fluorescence artefact?]	94	104	69	-4	111
46	O=C(NCc1ccccc1)c1ccc(COCC(F)(F)F)o1	1	0	0	-23[fluorescence artefact?]	93	103	97	-7	98
47	COc1ccc2c(c1)cc1n2CCN=C1NN	1.2	17	-2	-5	89	102	91	0	91
48	COc1ccccc1NC(=O)c1nnn(Cc2ccccc2)c1NC(=O)C(F)(F)F	1.1	12	0	-3	95	110	98	-3	89

Results in sequence from above.
Smad3 FoxH1 inh for entries 44 to 48, in order: 7[fluorescence artefact?], 8, 0, 17, 12
MT1-MMP txn act for entries 44 to 48, in order: 1.2, 1.2, 1, 1.2, 1.1

Continuation:
item	SMILES	MT1-MMP txn act	Smad3 FoxH1 inh	CD11b adhes enh	ERb SRC1 inh	HUVEC inhibit	Fibroblast inh	H69AR inhibit	ERa coact inh	ERa SRC1 pot
49	CCOC(=O)c1ccccc1NC(=O)Cn1cnc2c(oc3ccccc32)c1=O	/	3	27	14[fluorescence artefact?]	93	98	84	7	123[fluorescence artefact?]
50	CNC(=O)c1nnn(Cc2ccccc2)c1NC(=O)C(F)(F)F	1.3	11	/	2	85	97	90	-10	116
51	Cc1c(NC(=O)CCC(=O)N2CCCCC2)c(=O)n(-c2ccccc2)n1C	1.2	-4	-4	-6	93	95	91	-4	143
52	O=C(Nc1ccc(CN2CCOCC2)cc1)c1ccc(-c2cc(Cl)ccc2Cl)o1	1	21	6	-4	40	93	21*	-14	135
53	Cc1ccc(Cn2nnnc2CN2CCC(O)(c3ccccc3F)CC2)cc1	1.1	8	/	-4	107	100	89	-1	126
54	COc1ccccc1C(=O)NC(C)C(c1cccs1)N1CCN(C)CC1 (centres undefined)	1.1	8	/	-18	86	90	76	-28	96
55	Cn1c(=O)[nH]c(=O)c2c1nc(N1CCCCC1)n2CCCSc1nc2ccccc2s1	1.2	-1	/	-7	97	100	52	-9	110
56	Cn1c(SCC(=O)Nc2ccc(N3CCOCC3)c(Cl)c2)nnc1C(O)c1ccccc1 (centres undefined)	1.1	0	/	-1	98	92	93	5	104
57	CC(Oc1ccc(Cl)cc1Cl)C(=O)N(Cc1ccco1)C1CCS(=O)(=O)C1 (centres undefined)	1	-10	-1	2[fluorescence artefact?]	95	87	90	-13	136
58	c1ccc2c(c1)nnn2Cc1nnc2sc(-c3ccncc3)nn12	1.2	-4	-5	9	95	97	82	2	101[fluorescence artefact?]
59	CC1CCCCN1S(=O)(=O)c1ccc(NC(=O)CSc2nnnn2C)cc1 (centres undefined)	1.1	-2	-7	21	82	97	89	24	94
60	COC(=O)c1ccc(C)c(NC(=O)CN(c2ccc3c(c2)OCO3)S(C)(=O)=O)c1	1.1	1	2	1	94	102	/	6	93
61	CCCCOc1ccc(Nc2nc(C)cc(C)c2C#N)cc1	1.1	2	/	-12	92	99	95	-7	119
62	O=C(NCCN1CCNCC1)c1ccccn1	1.1	1	-4	-1	103	92	/	-3	135
63	COc1ccc(OC)c(C2C(C(=O)O)c3ccccc3C(=O)N2C)c1 (centres undefined)	1.1	-4	-1	-20	96	99	81	-25	94
64	Cc1nc2ccccn2c1P(=O)(N1CCCCC1)N1CCCCC1	1.1	-8	/	10[fluorescence artefact?]	74	95	90	7	116
65	CCCCNC(=O)CN(c1cccc(Br)c1)S(C)(=O)=O	1.2	6	/	-3	99	98	103	-7	110
66	Cc1cc(Cl)ccc1OCC(=O)NCc1ccncc1	1.1	-2	/	-2	103	101	93	-9	107
67	CCCC(=O)Nc1ccc(C(=O)Nc2nnc(COCC)s2)cc1	1.2	-4	/	-5	94	99	76	-10	100[fluorescence artefact?]
68	O=C(NCc1ccco1)C(c1cccs1)N(C(=O)Cc1cccs1)c1ccccc1 (centres undefined)	1.2	-8	2	-1	88	90	45	-8	83
69	CC(=O)Nc1nc2ccccc2n1CCOc1ccccc1	1.1	8	-3	-6[fluorescence artefact?]	76	72	71	-4	107
70	CC(C)c1nc(SCC(=O)Nc2ccc(N3CCOCC3)cc2)c2ccccc2n1	1.2	4	/	-23[fluorescence artefact?]	89	78	59	-24	105
71	Cc1ccnc(NS(=O)(=O)c2ccc(NC(=O)c3c(-c4ccccc4Cl)noc3C)cc2)n1	1.1	-11	/	24	99	98	86	8[fluorescence artefact?]	102
72	CCN(CC)CCCNC(=O)C1c2ccccc2C(=O)N1Cc1ccc(C)cc1 (centres undefined)	1	7	-1	-16	93	105	105	-45	96
